Compound activity as filed in PubChem BioAssay.
rCAG RNA binder – binders of r(CAG) RNA repeats, primary screen, biochemical, fluorescence. r(CAG) RNA repeat, TO-PRO-1 dye displacement fluorescence. inhibition, % at 3 µM. 1.3% of 370,000 active;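 active = inhibition above the plate cutoff, the mean of all test compounds on that plate plus 3 SD, cut at about 35% in these data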;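 note: 0% = DMSO alone and 100% = 100 µM mitoxantrone as full dye displacement; higher means more dye released from RNA so lower well fluorescence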
NPR2 activator – human GC-B receptor activators, primary screen, HEK293 GC-B cells, cGMP TR-FRET, EC30 CNP; 0.11% of 370,000 active; 0% at EC30 CNP, 100% saturating CNP; AID 1920062, 2024; activation, % at 10 µM;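 active = activation at 10 µM reaching about 35% in either raw or pattern-adjusted values, limit read from the data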
ARFGAP1 inhibitor – inhibitors of rat ARFGAP1 GAP activity, primary screen, biochemical, fluorescence polarization, GDP tracer; 0.26% of 360,000 active; AID 651572, 2012; Arfgap1-stimulated ARF1 GTP hydrolysis, GDP FP detection; inhibition, % at 16.5 µM; ADP-ribosylation factor GTPase-activating protein 1 (Rattus norvegicus), Q62848;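 active = inhibition above a per-plate limit, mean inhibition of low control wells plus 3 SD, cut at about 25% in these data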;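 note: 0% = DMSO wells with enzyme and 100% = wells lacking Arfgap1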
Target sequence (Q62848 1-136 limits assumed): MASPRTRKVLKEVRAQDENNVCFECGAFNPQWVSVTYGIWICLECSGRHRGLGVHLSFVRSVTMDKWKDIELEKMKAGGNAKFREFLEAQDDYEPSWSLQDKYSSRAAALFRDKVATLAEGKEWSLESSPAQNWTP
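Material – truncated rat Arfgap1 GAP domain · Buffer or medium – HEPES-based buffer, pH 7.5 · Reagent – human ARF1(Δ1-17)-GTP substrate · Dosing – 16.5 µM single point, 1.26% DMSO · Schedule – GTP hydrolysis reaction 2 h at 25 °C · Technique – GDP detection by fluorescence polarization · Benchmarks – No-Arfgap1 wells (100%) versus DMSO full-reaction wells (0%) · Repeats – single replicate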
PG9 Ab binder – binders of HIV-1 gp120 antibody PG9, primary screen, biochemical, TR-FRET; TR-FRET gp120-PG9 antibody binding; inhibition, % at 6.7 µM; 0.43% of 360,000 active; AID 624416, 2012; in the data active = inhibition above about 8.5%
NR1D1 modulator – modulators of Rev-erb alpha DNA binding, primary screen, biochemical, FITC-DNA, fluorescence polarization, uHTS; Nuclear receptor subfamily 1 group D member 1 (Homo sapiens), P20393; Rev-erbα–FITC-DNA binding, 90 min; activity, % at 10 µM; 0.79% of 370,000 active; AID 1259318, 2017;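 active = activity above about 14%, limit read from the data; passing the limit was not always enough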;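 note: 0% = DMSO wells with 35 nM protein and 100% = DMSO wells with 750 nM protein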
mABHD4 FP – ABHD4 inhibitors, primary screen, biochemical, fluorescence polarization, mouse; (Lyso)-N-acylphosphatidylethanolamine lipase (Mus musculus), Q8VD66; purified mABHD4, FP-Rh probe fluorescence polarization; inhibition, % at 8.92 µM; 0.54% of 370,000 active;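 active = inhibition exceeding the mean over every tested compound plus 3 SD, cut at about 30% in these data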;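 note: 0% = plate median of compound wells and 100% = S159A mutant with DMSO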
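Assay system: Wild-type mouse ABHD4 protein | Medium: HEPES pH 7.0 buffer, 150 mM NaCl, 0.01% Pluronic F-127 | Incubation: Enzyme–compound pre-incubation 45 min, then probe 60 min, both 25 °C | Technique: Fluorescence polarization with parallel and perpendicular emission, 525/598 nm | Evaluation: % inhibition of FP-Rh probe binding versus controls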
SMARCA2 act – SMARCA2 (BRM) function activators, primary screen, cell-based, luminescence, high throughput. MG213 cells, MMTV-luciferase reporter, dexamethasone, overnight. activation, % at 9.1 µM. 1% of 370,000 active. AID 652017, 2013; in the data active = activation above about 7.8%;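 note: 0% = vehicle wells and 100% = reference activator wells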
HTRA1 inh – HTRA1 serine protease inhibitors, primary screen, biochemical, fluorescence polarization, HTS | Q92743 | recombinant HTRA1, FP-rhodamine activity-based probe | inhibition, % at 5.96 µM | 0.5% of 340,000 active | AID 504803, 2011; in the data active = inhibition above about 36%;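 note: 0% = enzyme with DMSO and 100% = wells lacking enzyme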
Target sequence (Q92743 whole entry, looked up): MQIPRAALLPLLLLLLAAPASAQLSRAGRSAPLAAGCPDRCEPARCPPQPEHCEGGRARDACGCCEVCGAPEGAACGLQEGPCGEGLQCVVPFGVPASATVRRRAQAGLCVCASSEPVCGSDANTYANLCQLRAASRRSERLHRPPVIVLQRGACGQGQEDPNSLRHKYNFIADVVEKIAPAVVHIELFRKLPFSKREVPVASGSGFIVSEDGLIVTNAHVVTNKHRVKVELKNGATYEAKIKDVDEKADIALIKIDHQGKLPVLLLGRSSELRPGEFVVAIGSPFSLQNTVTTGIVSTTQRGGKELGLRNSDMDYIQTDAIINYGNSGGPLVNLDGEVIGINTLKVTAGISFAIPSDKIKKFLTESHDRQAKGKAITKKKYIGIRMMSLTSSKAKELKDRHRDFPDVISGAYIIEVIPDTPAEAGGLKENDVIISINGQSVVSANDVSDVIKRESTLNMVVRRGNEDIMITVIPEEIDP
ASAP1 inh – inhibitors of human ASAP1 ArfGAP activity, primary screen, biochemical, fluorescence polarization; inhibition, % at 16.5 µM; 0.19% of 360,000 active; AID 624377, 2012; ASAP1-stimulated ARF1 GTP hydrolysis, GDP FP detection; in the data active = inhibition above about 25%;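 note: 0% = vehicle with enzyme and substrate and 100% = no enzyme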
Target sequence (Q9ULH1 325-724 limits assumed): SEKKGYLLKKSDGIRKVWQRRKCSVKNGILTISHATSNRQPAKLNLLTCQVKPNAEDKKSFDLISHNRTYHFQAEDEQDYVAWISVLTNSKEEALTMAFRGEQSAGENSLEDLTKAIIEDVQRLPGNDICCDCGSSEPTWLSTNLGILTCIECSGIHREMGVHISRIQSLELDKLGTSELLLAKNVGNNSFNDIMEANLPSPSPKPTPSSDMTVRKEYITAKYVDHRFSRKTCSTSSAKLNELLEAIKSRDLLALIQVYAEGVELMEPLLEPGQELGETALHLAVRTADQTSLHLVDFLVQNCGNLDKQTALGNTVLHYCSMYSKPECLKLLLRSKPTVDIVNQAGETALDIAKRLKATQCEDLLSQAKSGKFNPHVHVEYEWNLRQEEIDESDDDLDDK
GC-A act – GC-A stimulated cGMP production enhancers – HEK293 GC-A cells, cGMP TR-FRET, EC30 ANP, primary screen; 0% at EC30 ANP, 100% saturating ANP; activation, % at 10 µM; 0.14% of 370,000 active; in the data active = activation above about 40%
* hit, by the source's call; x = no result given. Not a hit list. Share with any hit: about 4.4%.

1	CC(Sc1nncn1C)C(=O)Nc1cc(C(F)(F)F)ccc1N1CCOCC1 (stereo unspecified)
2	O=C(c1ccc2c3c(cccc13)CC2)C1CCCN(Cc2cccnc2)C1 (stereo unspecified)
3	Cc1ccc2oc(-c3cccc(N)c3)nc2c1
4	O=C(NC1CCCC1)c1ncn[nH]1
5	COc1cc(/C=N/NC(=S)NCCN2CCOCC2)cc(OC)c1OC
6	CCc1c(C)nc(SCC(=O)c2ccc(C)c(C)c2)[nH]c1=O
7	Cc1ccc(CNc2nc(-c3cccnc3)nc3ccccc23)cc1
8	O=C(C1CCCCN1S(=O)(=O)c1ccccc1[N+](=O)[O-])N1CCOCC1 (stereo unspecified)
Screen / compound no.	1	2	3	4	5	6	7	8
ASAP1 inh	-5	-6	-11	-5	14	-3	16	7
rCAG RNA binder	-1	-7	3	4	-6	-3	2	-4
GC-A act	-2	-8	8	2	8	-2	56*	-1
NR1D1 modulator	0	-6	6	3	3	-3	5	-3
ARFGAP1 inhibitor	9	-1	0	8	-1	-1	-7	8
NPR2 activator	2	-4	-5	0	6	-3	57*	1
SMARCA2 act	1	-3	4	-2	-1	-4	-1	1
HTRA1 inh	5	-11	1	2	3	-2	-109	0
PG9 Ab binder	1.1	0.4	-0.1	0.1	-1.2	3.5	-2.6	-1.1
mABHD4 FP	-1	9	3	1	-4	0	-21	-2

9	O=C(O)C1C2CCC(O2)C1C(=O)Nc1cnn(Cc2ccccc2)c1 (stereo unspecified)
10	NS(=O)(=O)c1cccc(C(=O)N2CCCc3ccccc32)c1
11	O=C(OCCN1CCCCC1)c1cc2ccccc2o1
12	COCCCNC(=O)c1ccc2c(c1)ncn2-c1ccc(C)cc1C
13	CC(=O)c1cccc(OCc2cc(C(=O)N3C[C@H]4CC[C@H]3C4)no2)c1
14	CC(C)c1ccc(CN(C(=O)c2cc3ccccc3oc2=O)C2CCS(=O)(=O)C2)cc1 (stereo unspecified)
15	Cc1ccc(C(O)(C(=O)NNS(=O)(=O)c2ccc(C)cc2)c2ccc(C)cc2)cc1
16	CC12CCC(C/C1=N/OC(=O)c1cccc([N+](=O)[O-])c1)C2(C)C (stereo unspecified)
Screen / compound no.	9	10	11	12	13	14	15	16
ASAP1 inh	5	-15	11	-6	-7	10	-2	-11
rCAG RNA binder	-3	2	-2	-1	-6	1	-2	-5
GC-A act	7	2	-2	5	-2	-3	-6	-3
NR1D1 modulator	3	-6	5	7	-7	-6	1	-1
ARFGAP1 inhibitor	-5	3	0	-9	5	-13	2	-16
NPR2 activator	-1	2	1	1	0	-2	-10	-2
SMARCA2 act	-4	-2	-2	-3	3	3	-2	-3
HTRA1 inh	0	1	2	0	-3	8	-15	0
PG9 Ab binder	-2.6	1.4	-0.6	-0.3	1.8	0.5	-1.1	2.5
mABHD4 FP	-3	-1	2	3	0	-5	-12	-3

In a second layout: results already given.
Fields – ASAP1 inh	rCAG RNA binder	GC-A act	NR1D1 modulator	ARFGAP1 inhibitor	NPR2 activator	SMARCA2 act	HTRA1 inh	PG9 Ab binder	mABHD4 FP
9. O=C(O)C1C2CCC(O2)C1C(=O)Nc1cnn(Cc2ccccc2)c1 (stereo unspecified)
  5	-3	7	3	-5	-1	-4	0	-2.6	-3
10. NS(=O)(=O)c1cccc(C(=O)N2CCCc3ccccc32)c1
  -15	2	2	-6	3	2	-2	1	1.4	-1
11. O=C(OCCN1CCCCC1)c1cc2ccccc2o1
  11	-2	-2	5	0	1	-2	2	-0.6	2
12. COCCCNC(=O)c1ccc2c(c1)ncn2-c1ccc(C)cc1C
  -6	-1	5	7	-9	1	-3	0	-0.3	3
13. CC(=O)c1cccc(OCc2cc(C(=O)N3C[C@H]4CC[C@H]3C4)no2)c1
  -7	-6	-2	-7	5	0	3	-3	1.8	0
14. CC(C)c1ccc(CN(C(=O)c2cc3ccccc3oc2=O)C2CCS(=O)(=O)C2)cc1 (stereo unspecified)
  10	1	-3	-6	-13	-2	3	8	0.5	-5
15. Cc1ccc(C(O)(C(=O)NNS(=O)(=O)c2ccc(C)cc2)c2ccc(C)cc2)cc1
  -2	-2	-6	1	2	-10	-2	-15	-1.1	-12
16. CC12CCC(C/C1=N/OC(=O)c1cccc([N+](=O)[O-])c1)C2(C)C (stereo unspecified)
  -11	-5	-3	-1	-16	-2	-3	0	2.5	-3

The list continues:
17	CC(C)Oc1ccc(-c2csc(N3CCC(C(N)=O)CC3)n2)cc1
18	COc1ccc(/C=C/C(=O)c2ccc3c(c2)OCO3)c(OC)c1
19	CC(C)(CO)CNC(=O)CCc1nnc(C2(c3ccc(Cl)cc3)CCC2)o1
20	O=C(CSc1nnc(-c2ccccc2)o1)NC1CCS(=O)(=O)C1 (stereo unspecified)
21	COc1ccc(C(N)=S)cc1
22	COc1ccccc1C(=O)Nc1cccc(NC(C)=O)c1
23	C=CCn1c(SCC(=O)Nc2nnc(C)s2)nnc1C1CC1
24	O=S(=O)(c1cnc[nH]1)N1CCN(c2ccc(Cl)cc2)CC1
Screen / compound no.	17	18	19	20	21	22	23	24
ASAP1 inh	x	-11	7	-12	4	1	-4	0
rCAG RNA binder	x	1	-4	-2	-2	3	-2	1
GC-A act	-1	3	-2	0	2	-1	0	-1
NR1D1 modulator	0	-2	-5	0	4	2	-3	2
ARFGAP1 inhibitor	x	-3	-16	-8	18	0	-3	-2
NPR2 activator	-1	0	-10	4	5	-4	2	1
SMARCA2 act	x	11*	-1	-3	-1	-1	-1	-1
HTRA1 inh	x	-28	3	-2	1	-1	-4	-2
PG9 Ab binder	x	-3.2	0.5	0.8	1.0	1.4	-2.1	1.3
mABHD4 FP	2	10	-2	0	2	1	3	6

25	CCCCCCCCNS(=O)(=O)CCNCc1ccco1
26	O=C(COc1cccc(OC(F)F)c1)Nc1ccc(SC(F)F)cc1
27	O=C(CSc1n[nH]c(=O)n1C1CC1)NCc1ccccc1
28	O=C(Nn1c(O)c(C=C2N=c3ccccc3=N2)sc1=S)c1ccccc1
29	O=C(NCCC(=O)N1CCN(S(=O)(=O)c2ccc(F)cc2)CC1)Nc1ccccc1
30	CC(C)(C)NC(=O)C(c1ccccc1)N(C(=O)CNC(=O)c1cccs1)c1cccnc1 (stereo unspecified)
31	CN(CC(=O)Nc1cccc(Cl)c1)S(=O)(=O)c1ccc2c(c1)n(C)c(=O)c(=O)n2C
32	O=C(NC(NC(=S)N1CCOCC1)C(Cl)(Cl)Cl)c1ccc(Cl)cc1 (stereo unspecified)
Screen / compound no.	25	26	27	28	29	30	31	32
ASAP1 inh	1	-5	0	3	2	3	-2	1
rCAG RNA binder	-1	0	-3	51*	1	-4	0	5
GC-A act	2	0	0	4	0	-5	2	-9
NR1D1 modulator	-8	-3	-3	7	0	2	1	4
ARFGAP1 inhibitor	7	-2	6	3	1	2	1	1
NPR2 activator	0	0	1	0	-6	-4	-7	-4
SMARCA2 act	-3	-1	-1	1	-4	-2	-1	-6
HTRA1 inh	-4	-32	-6	-7	-4	3	8	-14
PG9 Ab binder	0.3	-0.4	-0.4	-1.6	-0.1	0.3	0.4	-1.4
mABHD4 FP	-1	-45	-4	-5	-3	-4	1	-11

33	CC(=O)N1N=C(c2ccncc2)OC12CCCCC2
34	COc1ccccc1CNc1ccc2nnc(CCNC(=O)c3ccccc3)n2n1
35	C[C@H](O)[C@@H]1C(=O)N2CCc3c([nH]c4ccccc34)[C@@H]2C[C@@H]1N(C)C(=O)OCc1ccccc1
36	Cc1ccnc2c1ccc1ccccc12
37	CCC(NS(=O)(=O)c1cnn(CC)c1)c1ccccc1 (stereo unspecified)
38	O=C(CNC(=O)C12CC3CC(CC(C3)C1)C2)NCc1ccccc1
39	CCCCn1c(=N)n(CCOc2ccc(C)cc2)c2ccccc21
40	CC(C)c1ccc(C(=O)OCC(=O)Nc2cccc(S(=O)(=O)NC3=NCCC3)c2)cc1
Screen / compound no.	33	34	35	36	37	38	39	40
ASAP1 inh	-1	8	10	3	9	-4	12	-16
rCAG RNA binder	0	-3	0	0	0	-5	10	4
GC-A act	-1	-3	1	2	3	3	-17	-4
NR1D1 modulator	-4	-3	-1	2	1	-5	-1	-1
ARFGAP1 inhibitor	-5	5	-1	-5	-9	-3	7	1
NPR2 activator	10	2	5	4	-2	5	-17	9
SMARCA2 act	0	-3	-3	-1	-2	-2	-4	-2
HTRA1 inh	1	8	x	3	0	0	5	0
PG9 Ab binder	0.3	-2.3	0.8	-2.6	-3.7	2.0	1.9	0.5
mABHD4 FP	-4	-2	-4	-1	-9	4	8	-3

41	Cc1ccc2c(CC(=O)NC3=NCCS3)coc2c1
42	O=c1cc(CN2CCCCC2)c2ccccc2o1
43	COc1ccccc1-c1cc(C(F)(F)F)n2ncc(C(=O)N3CCc4ccccc4C3)c2n1
44	O=C(NCCc1nc2ccccc2[nH]1)/C(=C/c1ccco1)NC(=O)c1ccc(Br)o1
45	CS(=O)(=O)N1CCC[C@]2(CC[C@H](CCC#N)O2)C1
46	CCOc1ccc(CCNC(=O)CS(=O)Cc2nc(-c3ccccc3C)oc2C)cc1OCC (stereo unspecified)
47	O=C(CS(=O)(=O)Cc1ccccc1)Nc1ccccn1
48	Cc1ccc(S(=O)(=O)Cc2ccc(C(=O)N3CCN(Cc4ccccc4)CC3)o2)cc1
Screen / compound no.	41	42	43	44	45	46	47	48
ASAP1 inh	-2	3	14	-9	x	-10	-1	-7
rCAG RNA binder	2	2	0	-1	2	-7	3	7
GC-A act	1	1	2	-2	-1	-3	0	0
NR1D1 modulator	1	-3	3	-4	5	-6	-3	-3
ARFGAP1 inhibitor	-5	-5	4	5	x	-4	1	8
NPR2 activator	6	-2	1	0	-2	-4	1	-2
SMARCA2 act	-2	-3	1	-2	1	-1	-3	0
HTRA1 inh	-2	x	-44	2	x	1	-2	3
PG9 Ab binder	-0.6	-1.1	-2.8	-1.0	x	-0.6	-1.2	-0.1
mABHD4 FP	-1	-2	2	0	-2	-4	-1	2

49	COc1ccc(N(CC(=O)N2CCN(C)CC2)S(=O)(=O)c2ccccc2)cc1
50	Cc1ccc(NC(=O)C2CCN(c3cnccn3)CC2)cc1
51	COc1cccc(C2C(C#N)=C(N)Oc3c2oc(CO)cc3=O)c1OC (stereo unspecified)
52	COc1cc(O)ccc1C=O
53	CC1(C(=O)NCc2ccc(C(F)(F)F)cc2)CCN1Cc1ccccc1OC(F)F (stereo unspecified)
Screen / compound no.	49	50	51	52	53
ASAP1 inh	-4	-5	-7	7	-12
rCAG RNA binder	0	-3	2	-2	0
GC-A act	-3	7	6	1	0
NR1D1 modulator	-2	-3	-1	-2	0
ARFGAP1 inhibitor	15	-1	-2	11	0
NPR2 activator	2	-2	7	4	2
SMARCA2 act	7	-3	4	-3	-1
HTRA1 inh	6	0	5	6	x
PG9 Ab binder	-0.4	-0.2	-2.7	-1.3	-1.2
mABHD4 FP	2	-5	-5	-1	-9
